Source: PubChem
NCI-60 one-dose screen, 48 h, at 10 µM unless noted. Numbers give growth in % (100 = growth as untreated, 0 = no growth, -100 = all killed).
HT29: HT29 colon cancer; hit rate 7.4% among 81,000
NCI-H23: NCI-H23 lung cancer. AID 1794731. hit rate 4% among 80,000
A498: A498 renal cancer cells. hit rate 5.4% among 76,000. AID 1794774
RXF 393: RXF 393 renal cancer cells; hit rate 6.9% among 77,000
NCI-H460: NCI-H460 lung cancer. hit rate 6.8% among 82,000
NCI-H226: NCI-H226 lung cancer; hit rate 3.5% among 79,000; AID 1794732
NCI-H322M: NCI-H322M lung cancer | hit rate 2.7% among 80,000 | AID 1794733
COLO 205: COLO 205 colon cancer. hit rate 7.3% among 79,000
NCI-H522: NCI-H522 lung cancer. hit rate 8% among 78,000
Numbers without * were called inactive. Rule for the calls: active = growth percent below 10; inactive = the rest.

What do the screens show for `O=C(Nc1ccc(Nc2ccncc2)cc1)c1ccc(Nc2ccnc3ccc([N+](=O)[O-])cc23)cc1[N+](=O)[O-]`?
HT29: 103; NCI-H23: 83; A498: 120; RXF 393: 36; NCI-H460: 45; NCI-H226: 103; NCI-H322M: 90; COLO 205: 122; NCI-H522: 43

What do the screens show for `O=C1/C(=C/c2cc3cc4c(cc3nc2Cl)OCCO4)SC(=S)N1CCc1ccc(O)cc1`?
HT29: 74; NCI-H23: 101; A498: 86; RXF 393: 101; NCI-H460: 102; NCI-H226: 101; NCI-H322M: 102; COLO 205: 114; NCI-H522: 82

How did Nc1ccc(-c2ccc3ncnc(N4CCc5cc(F)c(Cl)cc54)c3c2)cn1 do in these assays?
HT29: 26; NCI-H23: 29; A498: -13*; RXF 393: -19*; NCI-H460: 26; NCI-H226: 18; NCI-H322M: -2.2*; COLO 205: 50; NCI-H522: 15

How did COC(=O)c1ccc(NN)cc1 do in these assays?
HT29: 87; NCI-H23: 103; A498: 71; RXF 393: 100; NCI-H460: 99; NCI-H226: 90; NCI-H322M: 98; COLO 205: 108; NCI-H522: 84

What do the screens show for `Oc1ccc(-c2[nH]c3ccccc3c2-c2nc3ccccc3o2)cc1`?
HT29: 28; NCI-H23: 78; A498: 81; RXF 393: 92; NCI-H460: 87; NCI-H226: 78; COLO 205: 59; NCI-H522: 61

How did CN1C(=O)CS/C1=N\NC(=O)Cn1nc(-c2ccccc2)ccc1=O do in these assays?
HT29: 115; NCI-H23: 108; A498: 119; RXF 393: 109; NCI-H460: 118; NCI-H226: 111; NCI-H322M: 106; COLO 205: 120; NCI-H522: 102

Results for O=c1[nH]c2ccccc2cc1CN1CCN(c2nccc(-c3ccc4ccccc4c3)n2)CC1 ?
HT29: 80; NCI-H23: 99; A498: 95; RXF 393: 96; NCI-H460: 99; NCI-H226: 86; NCI-H322M: 99; COLO 205: 102; NCI-H522: 86

What do the screens show for `Cc1ccc(C(=O)CSc2nnc(-c3cnccn3)n2-c2ccccc2)cc1`?
HT29: 88; NCI-H23: 103; A498: 99; RXF 393: 106; NCI-H460: 100; NCI-H226: 92; NCI-H322M: 107; COLO 205: 82; NCI-H522: 83

What do the screens show for `CCCCCC1=C(C)C=C(C)CC1(C)C[N+](C)(C)C` (stereo unspecified)?
HT29: 75; NCI-H23: 92; A498: 110; NCI-H460: 109; NCI-H226: 102; NCI-H322M: 97; COLO 205: 67; NCI-H522: 84

What do the screens show for `O=c1cc(-c2ccccc2)oc2cc(O)ccc12`?
HT29: 126; NCI-H23: 87; A498: 86; RXF 393: 98; NCI-H460: 101; NCI-H226: 100; NCI-H322M: 101; COLO 205: 117; NCI-H522: 85

Results for CCCCC(CC)COC(=O)CSC1=C(C)C(=O)c2ccccc2C1=O (stereo unspecified) ?
HT29: 122; NCI-H23: 91; A498: 107; RXF 393: 113; NCI-H460: 102; NCI-H226: 100; NCI-H322M: 103; COLO 205: 129; NCI-H522: 78

Results for O=C(N/N=C/c1cccc2ccccc12)c1ccc2cccc(O)c2n1 ?
HT29: 106; NCI-H23: 94; RXF 393: 101; NCI-H460: 105; NCI-H226: 101; NCI-H322M: 99; COLO 205: 107; NCI-H522: 90

How did Cn1c(O)c(C(=Nc2ccccc2N)c2ccccc2)c(=O)n(C)c1=O do in these assays?
HT29: 99; NCI-H23: 90; A498: 102; RXF 393: 108; NCI-H460: 101; NCI-H226: 88; NCI-H322M: 100; COLO 205: 119; NCI-H522: 73

How did CCCCCCCCCCCCCCCC(=O)Nc1ccn(CC#CCO)c(=O)n1 do in these assays?
HT29: 102; NCI-H23: 87; A498: 111; RXF 393: 107; NCI-H460: 101; NCI-H226: 89; NCI-H322M: 92; COLO 205: 98; NCI-H522: 12

What do the screens show for `Cn1c(=O)cc2c3c(c(NCCCO)ccc31)C(=O)c1ccccc1-2`?
HT29: 23; NCI-H23: 47; A498: 64; RXF 393: 43; NCI-H460: 17; NCI-H226: 38; NCI-H322M: 41; COLO 205: 28; NCI-H522: 22

What do the screens show for `Cc1ccc(S(=O)(=O)N(C)C2c3ccccc3Oc3ccccc32)cc1C`?
HT29: 73; NCI-H23: 88; A498: 73; RXF 393: 91; NCI-H460: 104; NCI-H226: 81; NCI-H322M: 83; COLO 205: 101; NCI-H522: 62

How did O=C(CCCCCCN1CC(=O)N2[C@@H](c3ccc(Cl)c([N+](=O)[O-])c3)c3[nH]c4ccccc4c3C[C@H]2C1=O)NO do in these assays?
HT29: 96; NCI-H23: 85; A498: 113; RXF 393: 88; NCI-H460: 86; NCI-H226: 100; NCI-H322M: 88; COLO 205: 113; NCI-H522: 76

Results for O=C(/C=C\c1cc(Br)ccc1O)/C=C/c1cc(Br)ccc1O ?
HT29: -54*; NCI-H23: -12*; A498: -70*; RXF 393: -49*; NCI-H460: -35*; NCI-H226: -65*; NCI-H322M: 6.7*; COLO 205: -71*; NCI-H522: -63*

Results for Fc1c(F)c(F)c(Br)c(F)c1F ?
HT29: 99; NCI-H23: 105; A498: 107; RXF 393: 112; NCI-H460: 104; NCI-H226: 109; NCI-H322M: 95; COLO 205: 108; NCI-H522: 89

How did CCOC(=O)c1ccc(NC(=O)Nc2nncs2)cc1 do in these assays?
HT29: 1.7*; NCI-H23: 22; A498: -13*; RXF 393: -15*; NCI-H460: 7.6*; NCI-H226: -21*; NCI-H322M: 43; COLO 205: -26*; NCI-H522: 7.2*

Results for CN=C(NC#N)NCCSCc1nc[nH]c1C ?
HT29: 112; NCI-H23: 103; A498: 94; RXF 393: 107; NCI-H460: 112; NCI-H226: 92; NCI-H322M: 95; COLO 205: 111; NCI-H522: 100

What do the screens show for `O=[N+]([O-])c1ccc(NS(=O)(=O)c2ccccc2)c2ccccc12`?
HT29: 57; NCI-H23: 34; A498: 36; RXF 393: 42; NCI-H460: 38; NCI-H226: 59; NCI-H322M: 72; COLO 205: 59; NCI-H522: 18

Results for CCC(C)C1CCCCC1O (stereo unspecified) ?
HT29: 99; NCI-H23: 100; A498: 107; RXF 393: 100; NCI-H460: 108; NCI-H226: 97; NCI-H322M: 128; COLO 205: 114; NCI-H522: 93

What do the screens show for `O=C(CSc1nnc(-c2ccncc2)n1-c1ccccc1)c1ccc(Cl)cc1`?
HT29: 82; NCI-H23: 98; A498: 77; RXF 393: 99; NCI-H460: 96; NCI-H226: 76; NCI-H322M: 95; COLO 205: 101; NCI-H522: 74

How did COc1cc(OC)cc(C2C3=C(COC3=O)Nc3cc(OC)ccc32)c1 (stereo unspecified) do in these assays?
HT29: 0.2*; NCI-H23: 12; A498: 1.9*; NCI-H460: 4.2*; NCI-H226: -3.1*; NCI-H322M: 50; COLO 205: -74*; NCI-H522: -40*

How did O=C1CCC(C(=O)NN(c2ccccc2)c2ccccc2)N1 (stereo unspecified) do in these assays?
HT29: 111; NCI-H23: 108; A498: 103; RXF 393: 118; NCI-H460: 101; NCI-H226: 96; NCI-H322M: 107; COLO 205: 111; NCI-H522: 96

Results for O=C(Nc1nc2ccccc2s1)Nc1ccc([N+](=O)[O-])cc1Cl ?
HT29: 56; NCI-H23: 37; A498: 106; RXF 393: -18*; NCI-H460: 33; NCI-H226: 103; NCI-H322M: 33; COLO 205: 111; NCI-H522: -23*

How did O=C1C=CC(=Nc2ccc(O)c(Cl)c2)C=C1 do in these assays?
HT29: 102; NCI-H23: 100; A498: 94; RXF 393: 122; NCI-H460: 108; NCI-H226: 102; NCI-H322M: 104; COLO 205: 105; NCI-H522: 101

Results for CCOC(=O)c1c(NCC(=O)Nc2ccc(Cl)cc2)sc(C(C)=O)c1C ?
HT29: 103; NCI-H23: 98; A498: 108; RXF 393: 120; NCI-H460: 111; NCI-H226: 95; NCI-H322M: 100; COLO 205: 115; NCI-H522: 91

What do the screens show for `COc1ccccc1[C@H]1c2[nH]c3ccccc3c2C[C@H]2C(=O)N(CCCCCCC(=O)NO)CC(=O)N12`?
HT29: 23; NCI-H23: 52; A498: 32; RXF 393: 66; NCI-H460: 63; NCI-H226: 92; NCI-H322M: 76; COLO 205: 27; NCI-H522: 10

Results for CCc1cccc(Nc2ccn(CC(=O)NCCC(C)C)c(=O)c2)c1 ?
HT29: 111; NCI-H23: 99; A498: 78; RXF 393: 95; NCI-H460: 101; NCI-H226: 95; NCI-H322M: 96; COLO 205: 107; NCI-H522: 94

What do the screens show for `CCOC(=O)C(C(=O)Nc1ccc2c(c1)OC(OCc1ccc(C(=N)N)cc1)C(=O)N2C)c1ccccc1` (stereo unspecified)?
HT29: 103; NCI-H23: 94; A498: 75; RXF 393: 109; NCI-H460: 107; NCI-H226: 94; NCI-H322M: 94; COLO 205: 98; NCI-H522: 95

How did Cc1nc(N)nc(Nc2ccc(CCO)cc2)c1Br do in these assays?
HT29: 102; NCI-H23: 100; RXF 393: 114; NCI-H460: 107; NCI-H226: 103; NCI-H322M: 102; COLO 205: 104; NCI-H522: 96

What do the screens show for `NC(=O)CSc1nc2ccccc2c(=O)n1CCc1ccccn1`?
HT29: 104; NCI-H23: 89; A498: 85; RXF 393: 105; NCI-H460: 108; NCI-H226: 106; NCI-H322M: 100; COLO 205: 109; NCI-H522: 103

How did NNc1nc(Nc2ccccc2)nc(Nc2ccc(S(N)(=O)=O)cc2)n1 do in these assays?
HT29: 108; NCI-H23: 103; A498: 98; RXF 393: 95; NCI-H460: 107; NCI-H226: 104; NCI-H322M: 107; COLO 205: 116; NCI-H522: 95

What do the screens show for `CC(C(=O)c1ccccc1)[N+](C)(C)Cc1ccccc1` (stereo unspecified)?
HT29: 104; NCI-H23: 96; A498: 83; RXF 393: 117; NCI-H460: 103; NCI-H226: 90; NCI-H322M: 101; COLO 205: 108; NCI-H522: 87

What do the screens show for `O=C(NCc1ccc(Cn2c(=O)sn(-c3ccccc3)c2=O)cc1)OCc1ccc2c(Cl)cc(Cl)c(O)c2n1`?
HT29: 112; NCI-H23: 87; A498: 97; RXF 393: 77; NCI-H460: 37; NCI-H226: 88; NCI-H322M: 70; COLO 205: 103; NCI-H522: 93

What do the screens show for `Cc1ccc(-c2nc(/C=N/Nc3cc(C)nc4ccc(Br)cc34)c(C)o2)cc1`?
HT29: -70*; NCI-H23: 79; A498: 87; RXF 393: -94*; NCI-H460: -81*; NCI-H226: 87; NCI-H322M: -37*; COLO 205: -69*; NCI-H522: -67*

Results for O=C(OC(CC(F)F)c1ccc2ccccc2c1)c1ccccn1 (stereo unspecified) ?
HT29: 102; NCI-H23: 100; A498: 93; RXF 393: 96; NCI-H460: 106; NCI-H226: 94; NCI-H322M: 98; COLO 205: 118; NCI-H522: 100

How did O=C(NCCNc1nccc(-c2c(-c3cccc(O)c3)nc3sccn23)n1)Nc1cccc(C(F)(F)F)c1 do in these assays?
HT29: 39; NCI-H23: 96; A498: 111; RXF 393: 26; NCI-H460: 80; NCI-H226: 97; NCI-H322M: 77; COLO 205: 53; NCI-H522: -5.9*

Retrieved one by one from above (5):
What do the screens show for `O=C(CSc1nnc(-c2ccncc2)n1-c1ccccc1)c1ccc(Cl)cc1`?
HT29: 82; NCI-H23: 98; A498: 77; RXF 393: 99; NCI-H460: 96; NCI-H226: 76; NCI-H322M: 95; COLO 205: 101; NCI-H522: 74

What do the screens show for `Cc1ccc(-c2nc(/C=N/Nc3cc(C)nc4ccc(Br)cc34)c(C)o2)cc1`?
HT29: -70*; NCI-H23: 79; A498: 87; RXF 393: -94*; NCI-H460: -81*; NCI-H226: 87; NCI-H322M: -37*; COLO 205: -69*; NCI-H522: -67*

Results for CCc1cccc(Nc2ccn(CC(=O)NCCC(C)C)c(=O)c2)c1 ?
HT29: 111; NCI-H23: 99; A498: 78; RXF 393: 95; NCI-H460: 101; NCI-H226: 95; NCI-H322M: 96; COLO 205: 107; NCI-H522: 94

Results for CN=C(NC#N)NCCSCc1nc[nH]c1C ?
HT29: 112; NCI-H23: 103; A498: 94; RXF 393: 107; NCI-H460: 112; NCI-H226: 92; NCI-H322M: 95; COLO 205: 111; NCI-H522: 100

What do the screens show for `O=[N+]([O-])c1ccc(NS(=O)(=O)c2ccccc2)c2ccccc12`?
HT29: 57; NCI-H23: 34; A498: 36; RXF 393: 42; NCI-H460: 38; NCI-H226: 59; NCI-H322M: 72; COLO 205: 59; NCI-H522: 18

The results go on.
How did CCOC(=O)n1cnc2c(Cl)ncnc21 do in these assays?
HT29: 106; NCI-H23: 245; A498: 86; RXF 393: 104; NCI-H460: 108; NCI-H226: 113; NCI-H322M: 109; COLO 205: 99; NCI-H522: 108

Results for CCOC(=O)c1nnc2c(Cc3ccccc3)nc3ccccc3n12 ?
HT29: 104; NCI-H23: 100; A498: 70; RXF 393: 100; NCI-H460: 103; NCI-H226: 96; COLO 205: 117; NCI-H522: 98

What do the screens show for `CC(=O)NCCCCN1CCCCC1`?
HT29: 103; NCI-H23: 92; A498: 103; RXF 393: 113; NCI-H460: 111; NCI-H226: 105; NCI-H322M: 110; COLO 205: 111; NCI-H522: 103

What do the screens show for `Cc1cnc(NC(=O)C2=C(O)c3ccccc3S(=O)(=O)N2C)s1`?
HT29: 102; NCI-H23: 110; A498: 95; RXF 393: 119; NCI-H460: 109; NCI-H226: 110; COLO 205: 113

What do the screens show for `Cc1nc2n(c1CCC(=O)O)CCCC2`?
HT29: 93; NCI-H23: 103; A498: 98; RXF 393: 118; NCI-H460: 105; NCI-H226: 106; NCI-H322M: 98; COLO 205: 105; NCI-H522: 64
